Bioassay records from PubChem BioAssay.
DDE Tn6 FP inh = disrupts Tn6 cyclic peptide binding to fibrin D-Dimer-E complex | P02675 | Fibrin DD(E) TRITC-Tn6 fluorescence polarization displacement | inhibition, % at 8.3 µM | 370,000 tested, 0.21% active | AID 720509;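 active = inhibition above a per-campaign cutoff: mean of compounds within control limits plus 3 SD, cut at about 15% in these data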;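 also: 0% = median of all compound wells on the plate and 100% = blocking peptide control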
ASAP1 GAP inh = blocks human ASAP1-stimulated Arf1 GTP hydrolysis | inhibition, % at 16.5 µM | 360,000 tested, 0.19% active | GDP FP detection | Q9ULH1; in the data active = inhibition above about 25%;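 also: 0% = vehicle with enzyme and substrate and 100% = no enzyme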
SIAE inh = inhibitors of human sialic acid acetylesterase SIAE. SIAE FP-Rh probe binding, fluorescence polarization. 370,000 tested, 0.69% active. inhibition, % at 9.66 µM;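 active = inhibition above a cutoff: mean of compounds within the control limits plus 3 SD of those, cut at about 17% in these data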;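 also: 0% = plate median of compound wells and 100% = probe without SIAE protein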
TDP2 absorb = TDP2 (human) inhibition, absorbance primary screen | inhibition, % at 12.8 µM | O95551 | recombinant TDP2, T5PNP hydrolysis, p-nitrophenol absorbance 415 nm | AID 720702 | 370,000 tested, 0.34% active;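 active = inhibition above the mean of all tested compounds plus 3 SD, set per campaign, cut at about 25% in these data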;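 also: 0% = DMSO with enzyme and 100% = buffer with substrate but no TDP2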
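System – recombinant human TDP2 · Amount – 120 nM TDP2 per well · Buffer or medium – Mg2+-containing Tris-HCl buffer, pH 7.5 · Reagent – T5PNP substrate, 5 mM · Dosing – 12.8 µM single point, 1% DMSO · Incubation – 2 h at 37 °C · Measured by – epi absorbance · Read-out basis – percent inhibition · Benchmarks – high control without enzyme, low control DMSO plus TDP2 · Repeats – singlicate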
PLCg1 inh = blocks human PLC-gamma1 enzyme activity | purified PLC-gamma1, fluorogenic substrate, fluorescence | inhibition, % at 12.2 µM | 370,000 tested, 0.84% active; in the data active = inhibition above about 9.5%
ADAM10 inh = ADAM10 inhibition, QFRET primary screen. inhibition, % at 7 µM. O14672. 370,000 tested, 0.62% active. recombinant ADAM10, EDANS/DABCYL FRET peptide cleavage, 3 h. AID 720582;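 active = inhibition above a per-campaign cutoff equal to the mean of compounds falling between control-based bounds plus 3 SD, cut at about 20% in these data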;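 also: 0% = DMSO wells while the 100% control is not disclosed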
PLCb3 inh = PLC-beta3 (human) inhibition, primary screen; AID 720704; inhibition, % at 12.2 µM; Purified PLC-beta3, fluorogenic substrate, fluorescence; 370,000 tested, 0.18% active; in the data active = inhibition above about 11%;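 also: 0% = median of compound wells on plate and 100% = full blocker control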
Target sequence (Q01970 whole entry, looked up): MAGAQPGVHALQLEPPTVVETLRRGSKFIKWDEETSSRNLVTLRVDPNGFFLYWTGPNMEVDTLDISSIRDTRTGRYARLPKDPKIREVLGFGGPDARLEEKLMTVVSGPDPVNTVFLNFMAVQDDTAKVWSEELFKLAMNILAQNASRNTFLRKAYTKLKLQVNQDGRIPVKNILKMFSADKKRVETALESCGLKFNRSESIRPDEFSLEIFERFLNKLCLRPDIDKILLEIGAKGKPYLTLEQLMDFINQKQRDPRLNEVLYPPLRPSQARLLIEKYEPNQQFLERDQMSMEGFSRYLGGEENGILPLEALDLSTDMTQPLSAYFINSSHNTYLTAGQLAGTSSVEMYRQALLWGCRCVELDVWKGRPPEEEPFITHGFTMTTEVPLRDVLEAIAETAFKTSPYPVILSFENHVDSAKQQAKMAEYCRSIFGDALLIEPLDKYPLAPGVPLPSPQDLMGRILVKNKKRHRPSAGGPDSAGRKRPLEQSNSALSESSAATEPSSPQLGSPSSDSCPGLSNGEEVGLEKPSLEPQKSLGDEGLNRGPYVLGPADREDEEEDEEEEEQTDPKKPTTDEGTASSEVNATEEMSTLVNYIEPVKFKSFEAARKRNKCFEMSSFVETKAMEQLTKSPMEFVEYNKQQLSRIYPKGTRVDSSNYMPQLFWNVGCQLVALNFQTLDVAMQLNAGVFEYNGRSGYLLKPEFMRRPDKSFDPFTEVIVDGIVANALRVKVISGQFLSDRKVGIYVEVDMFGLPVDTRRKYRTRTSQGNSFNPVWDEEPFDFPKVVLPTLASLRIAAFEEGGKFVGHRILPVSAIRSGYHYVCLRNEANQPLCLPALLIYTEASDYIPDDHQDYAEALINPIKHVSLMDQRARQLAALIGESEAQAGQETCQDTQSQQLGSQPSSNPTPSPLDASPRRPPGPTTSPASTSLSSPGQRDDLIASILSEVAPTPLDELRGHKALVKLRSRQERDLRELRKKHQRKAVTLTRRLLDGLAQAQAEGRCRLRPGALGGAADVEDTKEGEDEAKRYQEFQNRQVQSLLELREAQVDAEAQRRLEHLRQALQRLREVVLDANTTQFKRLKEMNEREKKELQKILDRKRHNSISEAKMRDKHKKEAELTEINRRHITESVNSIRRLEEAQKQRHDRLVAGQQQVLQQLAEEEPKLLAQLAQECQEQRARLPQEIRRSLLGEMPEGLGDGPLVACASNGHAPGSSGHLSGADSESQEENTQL
ARFGAP1 inh = inhibitors of rat ARFGAP1 | AID 651572 | Arfgap1-stimulated ARF1 GTP hydrolysis, GDP FP detection | inhibition, % at 16.5 µM | 360,000 tested, 0.26% active;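 active = inhibition above a per-plate limit, mean inhibition of low control wells plus 3 SD, cut at about 25% in these data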;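 also: 0% = DMSO wells with enzyme and 100% = wells lacking Arfgap1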
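System: truncated rat Arfgap1 GAP domain / Benchmarks: high control wells lacking Arfgap1, low control full reaction with DMSO / Times: compound-enzyme preincubation 20 min, reaction 120 min, detection 60 min, 25 °C / Repeats: one replicate per compound / Also added: human ARF1(Δ1-17)-GTP substrate / Measured by: Tracer-displacement fluorescence polarization with EDTA stop, 620/688 nm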
ADAM17 inh = inhibitors of human ADAM17 | AID 720648 | 370,000 tested, 0.83% active | P78536 | recombinant ADAM17, EDANS/DABCYL FRET peptide cleavage | inhibition, % at 6.95 µM;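 active = inhibition above the mean of compounds lying between control limits plus 3 SD, set per campaign, cut at about 8.5% in these data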;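 also: 0% = DMSO-only wells as the low control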
DDE Tn7 FP inh = inhibitors of Tn7 peptide binding to human fibrin DD(E) | FP displacement of FITC-Tn7 peptide from fibrin DD(E); 0% = median of compound wells per plate | inhibition, % at 8.3 µM | 370,000 tested, 0.13% active | AID 720508;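 active = inhibition above the mean of compounds falling within the control limits plus 3 SD of them, cut at about 14% in these data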;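 also: 0% = plate median of compound wells and 100% = 10 µM Aha-Tn7 peptide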
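Test system – human fibrin DD(E) · Times – 10 min preincubation, 3 h with tracer, room temperature · Detection – fluorescence polarization of the labelled Tn7 tracer · Measure – percent inhibition normalized to high-control wells · Benchmarks – high control wells with 10 µM unlabelled Aha-Tn7 peptide (full inhibition) · Repeats – singlicate testing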
Starred values were filed as active, the others as inactive; i = inactive.

SMILES	DDE Tn6 FP inh	ASAP1 GAP inh	SIAE inh	TDP2 absorb	PLCg1 inh	ADAM10 inh	PLCb3 inh	ARFGAP1 inh	ADAM17 inh	DDE Tn7 FP inh
O=C(O)c1ccc(NC(=S)NC(=O)c2cccc(COc3ccccc3)c2)cc1	3	3	-20	0	0	7	-3	-1	0	2
Cc1nc2nc[nH]n2c(=O)c1NS(=O)(=O)c1ccc(C(C)(C)C)cc1	3	6	6	-2	-2	-19	0	-3	-4	4
CC(C(=O)N1CCc2ccccc21)N(C)CC(=O)Nc1ccccc1Cl (stereo not drawn)	-2	4	2	-1	3	-11	-5	-4	2	0
Cc1[nH]nc2c1C(c1ccc(F)cc1)C1=C(CC(C)(C)CC1=O)N2 (stereo not drawn)	9	5	1	-1	-311	i	-355	-23	-157	4
Cc1ccc2nc(N(CCCN(C)C)C(=O)c3ccc(S(=O)(=O)N4CCCCCC4)cc3)sc2c1	-1	-1	-5	1	4	12	-4	-6	-4	0
CC1CCCC(C)N1C(=O)CN1c2cccc3cccc(c23)S1(=O)=O (stereo not drawn)	-7	-4	6	-5	-380	-341	-464	2	-98	-2
Clc1cccc(N/N=C/c2ccc(N3CCOCC3)cc2)c1	7	0	3	-6	-11	0	-20	24	0	5
c1ccc(-n2ncc3c2ncn2nc(CSc4nc5ccccc5s4)nc32)cc1	4	8	-4	9	-1	-1	1	-1	-2	-3
Clc1ccc2[nH]c3c(NCCCN4CCOCC4)ncnc3c2c1	0	10	2	-15	-20	-101	-24	3	-41	7
Cc1nc2ccccc2c(=O)n1/N=C/c1c(O)ccc2oc3c(c12)CCCC3	-12	8	9	-6	-19	-1	-19	0	-4	0
CCOC(=O)CCNC(=O)Nc1ccc2nc(C)n(Cc3cccc(Cl)c3)c(=O)c2c1	-4	7	-5	-5	0	-18	-4	11	-7	-5
O=C(CSc1nccc(=O)[nH]1)Nc1cccc(S(=O)(=O)N2CCOCC2)c1	-9	-1	-7	-6	4	-19	-5	7	-7	2
CC1(C(=O)Nc2cccc(C(F)(F)F)c2)Cc2c(-c3ccccc3)ccnc2O1 (stereo not drawn)	-9	9	-8	-1	3	-11	-1	14	-6	-4
COc1ccc(C(=O)NNC2=NCCCCC2)cc1	2	-7	-5	-7	1	11	-1	5	2	3
c1cnc(N2CC[N+]3(CCCC3)CC2)nc1	4	13	4	10	1	-6	-4	8	-4	1
CCOC(=O)C1(C)NC(c2ccc(OC)c(OC)c2)C2C(=O)N(c3cccc(C(C)=O)c3)C(=O)C21 (stereo not drawn)	0	-5	1	-4	0	-18	-2	-14	-2	9
CC(C)(C)NC(=O)CN(C(=O)C1(C)CC(=O)N=C2C=CC=CN21)C1CCCC1 (stereo not drawn)	3	11	-6	-2	-133	i	-181	-6	-472	4
CCc1cn([C@H]2C[C@H](O)[C@@H](CO)O2)c(=O)[nH]c1=O	10	-1	2	-7	0	5	7	-2	-2	1
COc1cccc(OCCCCCN2CCOCC2)c1	-8	0	-4	14	0	-2	0	2	-5	-6
CCOc1cc(C(=O)OCC(=O)c2c[nH]c3ccccc23)ccc1OCC(=O)N1CCOCC1	-4	3	-2	3	-1	0	2	3	-2	-6
CCn1cc(C(=O)N[C@H](C(=O)NCCCO)C(C)C)c(=O)c2cc3c(cc21)OCO3	-4	3	8	0	-10	-40	-16	-1	-15	-2
CS(=O)(=O)N(Cc1ccccc1)c1ccc(C(=O)N2CCOCC2)cc1	-3	11	6	15	-2	2	2	-19	3	6
COc1ccc(CCC(=O)Nc2ccc(Br)cn2)cc1	-2	-8	0	6	0	3	-5	18	-3	-4
Cc1cccc(NC(=O)CCCCCN2C(=O)[C@@H]3Cc4ccccc4CN3C2=O)c1	-7	1	-9	5	-1	-4	-5	10	-3	9
CCCc1cc(=O)oc2cc(OCC(=O)NCCCN3CCOCC3)ccc12	1	1	8	-7	-7	-100	-17	-4	-27	7

A different layout for some results above.
Every second line gives: DDE Tn6 FP inh	ASAP1 GAP inh	SIAE inh	TDP2 absorb	PLCg1 inh	ADAM10 inh	PLCb3 inh	ARFGAP1 inh	ADAM17 inh	DDE Tn7 FP inh
c1cnc(N2CC[N+]3(CCCC3)CC2)nc1
→ 4	13	4	10	1	-6	-4	8	-4	1
CCOC(=O)C1(C)NC(c2ccc(OC)c(OC)c2)C2C(=O)N(c3cccc(C(C)=O)c3)C(=O)C21 (stereo not drawn)
→ 0	-5	1	-4	0	-18	-2	-14	-2	9
CC(C)(C)NC(=O)CN(C(=O)C1(C)CC(=O)N=C2C=CC=CN21)C1CCCC1 (stereo not drawn)
→ 3	11	-6	-2	-133	i	-181	-6	-472	4
CCc1cn([C@H]2C[C@H](O)[C@@H](CO)O2)c(=O)[nH]c1=O
→ 10	-1	2	-7	0	5	7	-2	-2	1
COc1cccc(OCCCCCN2CCOCC2)c1
→ -8	0	-4	14	0	-2	0	2	-5	-6
CCOc1cc(C(=O)OCC(=O)c2c[nH]c3ccccc23)ccc1OCC(=O)N1CCOCC1
→ -4	3	-2	3	-1	0	2	3	-2	-6
CCn1cc(C(=O)N[C@H](C(=O)NCCCO)C(C)C)c(=O)c2cc3c(cc21)OCO3
→ -4	3	8	0	-10	-40	-16	-1	-15	-2
CS(=O)(=O)N(Cc1ccccc1)c1ccc(C(=O)N2CCOCC2)cc1
→ -3	11	6	15	-2	2	2	-19	3	6
COc1ccc(CCC(=O)Nc2ccc(Br)cn2)cc1
→ -2	-8	0	6	0	3	-5	18	-3	-4
Cc1cccc(NC(=O)CCCCCN2C(=O)[C@@H]3Cc4ccccc4CN3C2=O)c1
→ -7	1	-9	5	-1	-4	-5	10	-3	9
CCCc1cc(=O)oc2cc(OCC(=O)NCCCN3CCOCC3)ccc12
→ 1	1	8	-7	-7	-100	-17	-4	-27	7

(listing goes on)
SMILES	DDE Tn6 FP inh	ASAP1 GAP inh	SIAE inh	TDP2 absorb	PLCg1 inh	ADAM10 inh	PLCb3 inh	ARFGAP1 inh	ADAM17 inh	DDE Tn7 FP inh
CN(C)S(=O)(=O)c1ccc(C(=O)NCc2ccco2)cc1	2	4	-2	8	-2	-3	-1	-2	-4	0
Cc1cccc(-c2n[nH]c(=S)n2Cc2ccccc2)c1	-4	0	8	-10	-7	-8	2	-5	-2	5
CCN(CC)CCNC(=S)Nc1ccc2nc(N3CCN(C)CC3)cc(C)c2c1	-2	3	3	4	-22	-51	-41	1	-24	-5
COc1cc(OC)c(OC)cc1/C=N/n1c(-c2n[nH]c3c2CCC3)n[nH]c1=S	1	-12	3	-6	-20	-8	-25	-1	-18	1
Cn1ccc2c(-c3ccc4[nH]ccc4c3)cc3c(c21)C1CCC3O1 (stereo not drawn)	2	-1	14	-3	-25	-118	-37	8	-31	-4
CC(C)CNC(=O)c1cccc(NC(=O)c2ccc(NC(=O)c3ccco3)cc2)c1	-7	-9	-12	6	-1	-17	-1	18	-11	7
CC(C)CC(=O)NC(NCC1CCCO1)C(Cl)(Cl)Cl (stereo not drawn)	-3	-14	-2	1	1	2	1	1	-1	-5
Cn1cc(CC(=O)NCCCN2CCCC2=O)c2ccccc21	1	-12	4	-1	0	-2	0	-6	-1	-5
COc1cccc(C2[C@H](C)C3(CCN2C)OCCO3)c1 (stereo partly drawn)	8	-8	3	-4	-2	-8	-1	-7	1	0
COc1ccc(NC(=O)c2cc(-c3ccc(C)c(C)c3O)n[nH]2)cc1Cl	-6	10	-11	75*	3	9	0	6	-2	7
O=C(OCc1cnc(Cl)s1)c1cccc(Cl)c1Cl	-3	-11	1	-17	8	7	4	1	9.0*	-7
CCc1ccccc1NC(=O)CSc1nnc(-c2ccncc2)o1	11	1	0	2	0	-8	-6	3	-2	0
COc1cc([N+](=O)[O-])ccc1NC(=O)NNC(=O)C(C)Oc1ccc(F)cc1F (stereo not drawn)	-4	7	-3	-12	4	2	-3	1	0	-6
O=C(Nc1ccc(Oc2ccccc2)cc1)c1ccc2nc([C@@H]3O[C@H](CO)[C@H](O)[C@H](O)[C@H]3O)[nH]c2c1	-7	17	-16	0	2	-2	1	5	3	-4
NC(=O)Cc1ccc2sc(-c3ccccc3)nc2c1	-8	0	5	-5	-2	-8	-5	16	-2	-2
COC(=O)CCN1CCc2cc(N=Nc3ccc([N+](=O)[O-])cc3)ccc21	-6	8	5	20	1	-6	-6	12	-2	2
CN(C)S(=O)(=O)c1ccc(NC(=O)COC(=O)C2CC3CCCC(C2)C3=O)cc1 (stereo not drawn)	2	0	3	-7	1	-10	-6	9	-4	1
COC(=O)C1(Cc2ccccc2)NC(c2ccccc2C)C2C(=O)N(c3ccc4c(c3)OCO4)C(=O)C21 (stereo not drawn)	-3	9	-4	3	2	2	2	-8	-3	-6
CS(=O)(=O)Nc1ccc(C(=O)NC2CCCC2)cc1	8	-1	-3	14	3	7	5	4	0	0
S=C(NCCCN1CCOCC1)NCCCN1CCOCC1	6	-6	2	-14	2	3	2	-1	-1	3
COc1ccc(CCN2C(=O)c3[nH]nc(-c4ccccc4O)c3C2c2cccc(Cl)c2)cc1 (stereo not drawn)	-9	4	-48	-14	4	36*	-2	13	14*	-2
CCOC(=O)N(C)OC(=O)Nc1ccc(Cl)c(Cl)c1	-5	10	-7	-4	-2	5	0	-4	-1	6
CC(C)C(=O)Nc1oc(-c2ccccc2)cc1C#N	-6	-14	-1	-13	6	4	-2	0	4	-3
CCOC(=O)[C@]12CCC=C1N(Cc1ccc3c(c1)OCO3)C(=O)[C@H](CC(=O)NCCCCc1ccccc1)C2	-6	0	-3	-9	4	-2	-3	12	4	-1
CC(C)CN(C(=O)c1ccc2c(c1)OCCO2)c1c(N)n(Cc2ccccc2)c(=O)[nH]c1=O	2	7	0	17	-4	-9	-10	-1	-5	1
Brc1cccc(-c2nnco2)c1	1	11	0	6	2	-1	2	13	-4	-11
N#CC1=C(N)N(c2ncn[nH]2)C2=C(C(=O)CCC2)C1c1ccccc1 (stereo not drawn)	-1	-16	8	0	-5	-6	0	-4	-1	-2
